High-throughput results (PubChem BioAssay)
ATXN2 expr inh: ATXN2 expression inhibition | AID 1745845 | Potency, µM (doses to about 57 µM), for the others: at the top dose activity change, negative = inhibition, actives largely listed as inhibitors | HEK-293 ATXN2-luciferase reporter, luminescence, 24 h | 360,000 tested, 0.72% active; note: potency is the fitted concentration of half-maximal effect; % is set by controls: 0 for no effect and ±100 for the full control effect; nearly all actives have a fitted effect of over 55% in size
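ATXN2-luciferase reporter cells (luciferase flanked by upstream and downstream ATXN2 gene portions) were treated 24 h at 37 °C with compounds at up to 57 uM. SteadyGlo luminescence gave expression; GF-AFC fluorescence gave viability.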
Nrf2 ARE act: activates Nrf2 signaling | AREc32 ARE-luciferase reporter (MCF7-derived line), luminescence, 24 h | Potency, µM (highest dose often 46.1 µM), for the others: top-dose activation, hits mostly activators | 410,000 tested, 0.31% active; note: potency is the fitted concentration of half-maximal effect; % of control where 0% means no effect; nearly all actives have a fitted effect of over 65% in size
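AREc32 cells carrying an ARE-driven firefly luciferase, 1000 cells/well in OPTI-MEM with 5% FBS, dosed after overnight attachment and incubated 24 hr at 37 deg C. Steady-Glo luminescence read after 30 min at RT.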
HepG2 tox: HepG2 cytotoxicity, counter-screen for TGF-b inhibitors; HepG2 CAGA-GFP viability, ATP luminescence, 18 h; Potency, µM (highest dose often 46.1 µM), for the others: at the top dose activity change, negative = cytotoxicity, usual class: cytotoxic; 410,000 tested, 0.76% active; AID 588856; note: potency is the fitted concentration of half-maximal effect; some results filed as inactive show a strong effect at the top dose
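CellTiter-Glo luminescence gave cytotoxicity after 18 hours at 37 degrees C. The cells were HepG2 CAGA-GFP in 1% FBS DMEM, stimulated with 500 pg/mL TGF-beta after compound addition. %Activity was normalised to no-cell wells (complete cell-killing) and DMSO (no toxicity), and curves were fitted and classified.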
IL-2 act: activators of IL-2; IL-2 activation reporter assay, cell-based qHTS; stimulated with anti-CD3/CD4/CD28 beads; in transgenic mouse T cells; activation, % (series mostly up to about 46 µM); 360,000 tested, 0.065% active; in the data active = activation above about 50%; inconclusive = mostly about 30% to 49%; note: 0% is about no effect
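Quantitative HTS in unstimulated transgenic mouse T cells, with memory T cells as non-tolerant control and PMA/ionomycin as tolerance-bypass control. Compound pretreatment lasted 60 minutes before 18 h bead stimulation; EGFP/DsRed fluorescence read.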
TGFb inhibitor: inhibitors of TGF-b signaling. HepG2 CAGA-GFP TGF-b/SMAD3 reporter, GFP fluorescence, 18 h; TGF-beta stimulated, 500 pg/mL final. Potency, µM (series often up to 46.1 µM), without a hit: at the top dose activity, negative = inhibition, most hits filed as inhibitors. 410,000 tested, 1.2% active; note: potency is the fitted concentration of half-maximal effect; % is set by controls: 0 for no effect and ±100 for the full control effect; nearly all actives have a fitted effect of over 65% in size
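HEPG2 CAGA-GFP cells (1000/well, DMEM with 1% FBS) were pre-incubated 2 h at 37 degrees C, given compound by pin tool, then stimulated with TGF-beta at 500 pg/mL final for 18 h before per-cell GFP fluorescence imaging.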
A549 tox: A549 cytotoxicity, counter-screen for Nrf2 inhibitors; A549 ARE-Fluc cells, CellTiter-Fluor viability, 18-24 h; Potency, µM (top dose mostly 46 µM), for inactives: at the top dose activity change, negative = cytotoxicity, usual class: inhibitors; 390,000 tested, 0.16% active; note: potency is the fitted concentration of half-maximal effect; % is set by controls: 0 for no effect and ±100 for the full control effect
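A549 ARE-Fluc cells in 5% FBS OPTI-MEM, 5000 cells/well, rested 2 h then exposed to compounds in concentration-response for 18-24 h at 37 °C. Viability by CellTiter-Fluor fluorescence (Ex 405/Em 525) after 30 min; luciferase luminescence (BugLite, 15 min, RT) read afterwards.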
S2 tox: cell viability loss in ATXN counter-screen. 400,000 tested, 0.49% active. AID 651635. Potency, µM (doses to about 56.7 µM), actives largely listed as cytotoxic. S2 cells (HEK-293 line with an ATXN2-luciferase reporter) viability, CellTiter-Fluor protease fluorescence, 24 h; note: potency is the fitted concentration of half-maximal effect; nearly all actives have a fitted effect of over 40% in size
Nrf2 inh: Nrf2 pathway inhibition; A549 ARE-Fluc reporter, luciferase luminescence, 18-24 h; Potency, µM (series often up to 46 µM), inactives show top-dose activity change, negative = inhibition, actives largely listed as inhibitors; 360,000 tested, 2.1% active; AID 504444; note: potency is the fitted concentration of half-maximal effect; % is set by controls: 0 for no effect and ±100 for the full control effect; nearly all actives have a fitted effect of over 60% in size
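A549 ARE_Fluc cells, 5000/well, 5% FBS OPTI-MEM; compounds in dose-response, 18-24 h at 37 °C/5% CO2; CellTiter-Fluor viability read (Ex 405/Em 525), then BugLite luciferase luminescence = Nrf2 activity.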
EPAC2 agonist: EPAC2 (human) agonism; Q8WZA2; EPAC2 activation, biochemical qHTS; response scale: 100% = 6.5 mM cAMP response; Potency, µM (top dose mostly 154 µM), for inactives: at the highest dose activation, most hits filed as activators; 360,000 tested, 0.079% active; note: potency is the fitted concentration of half-maximal effect; nearly all actives have a fitted effect of over 50% in size
Target sequence (Q8WZA2 whole entry, looked up): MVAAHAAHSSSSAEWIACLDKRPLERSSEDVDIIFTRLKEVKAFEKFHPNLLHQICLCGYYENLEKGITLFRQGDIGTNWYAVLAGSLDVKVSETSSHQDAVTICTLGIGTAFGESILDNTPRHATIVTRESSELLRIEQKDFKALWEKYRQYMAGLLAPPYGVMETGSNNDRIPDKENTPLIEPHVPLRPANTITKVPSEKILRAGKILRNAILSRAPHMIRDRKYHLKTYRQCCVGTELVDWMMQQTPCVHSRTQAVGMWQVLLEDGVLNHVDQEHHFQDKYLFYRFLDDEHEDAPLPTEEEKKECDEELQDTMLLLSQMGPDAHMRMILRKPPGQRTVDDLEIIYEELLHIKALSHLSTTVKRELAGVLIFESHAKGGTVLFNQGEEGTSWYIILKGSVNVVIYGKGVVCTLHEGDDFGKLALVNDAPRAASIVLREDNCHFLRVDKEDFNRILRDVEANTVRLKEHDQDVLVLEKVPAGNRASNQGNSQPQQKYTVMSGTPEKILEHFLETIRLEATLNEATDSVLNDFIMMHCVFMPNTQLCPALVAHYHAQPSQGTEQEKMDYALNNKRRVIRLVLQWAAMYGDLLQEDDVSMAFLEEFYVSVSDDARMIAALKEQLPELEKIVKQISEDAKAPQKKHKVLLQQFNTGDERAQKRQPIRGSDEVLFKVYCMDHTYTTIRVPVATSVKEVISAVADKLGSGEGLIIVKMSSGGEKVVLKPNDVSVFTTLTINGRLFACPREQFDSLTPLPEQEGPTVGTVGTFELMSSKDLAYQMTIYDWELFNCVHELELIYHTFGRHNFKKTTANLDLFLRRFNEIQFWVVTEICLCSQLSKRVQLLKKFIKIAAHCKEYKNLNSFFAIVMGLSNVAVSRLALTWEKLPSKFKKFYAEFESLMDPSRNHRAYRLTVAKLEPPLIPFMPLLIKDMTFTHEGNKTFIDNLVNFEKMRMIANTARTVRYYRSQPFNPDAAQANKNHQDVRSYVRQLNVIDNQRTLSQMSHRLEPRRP
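Setup: EPAC2 100 nM, labeled Rap1B complex 250 nM, free GDP 50 uM. Compound titrations pinned in, brief spin, 5 min room temperature incubation. Kinetic fluorescence read over 30 min, normalized to 6.5 mM cAMP.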
* marks the source's active call; other numbers are inactive results; i = inactive; ? = inconclusive; nt = not tested or not shown; [ ] = dose if it differs, or a comment. Unless noted, calls come from the whole dose curve; as a rule, active = well fitted curve in the direction sought with a large enough effect; inconclusive = small, poorly fitted or top-dose-only effect, or another doubt; inactive = no such curve, though single readings can be large; an effect the other way counts as inactive or inconclusive.

SMILES	ATXN2 expr inh	Nrf2 ARE act	HepG2 tox	IL-2 act	TGFb inhibitor	A549 tox	S2 tox	Nrf2 inh	EPAC2 agonist
COc1cc(C2c3[nH]c4ccccc4c3CC3COC(=O)N32)cc(OC)c1O (stereo not drawn)	-36%	6.2%	-41%	-7.0	-43%	-14%	?	-25%	-4%
Cc1cccc(NC(=S)N(CCCN2CCOCC2)Cc2ccco2)c1	-9%	-0.5%	3%	-1.0	?	6%	i	4%	6%
C#CCOCCOCCOCCNc1nc(N2CCN(C(=O)[C@H]([C@@H](C)CC)n3cc(CCCN=C(N)N)nn3)CC2)nc(N2CCN(C(=O)[C@H](Cc3ccc(O)cc3)n3cc(CCO)nn3)CC2)n1	9%	-0.4%	1%	-0.6	-3%	-1%	i	5%	11%
CCc1cc(C(=O)N2CCN(C(=O)c3ccccc3)CC2)sc1C	-18%	-0.2%	5µM*	-3.6	0%	-5%	i	?	3%
CN1/C(=C\C(=O)COC(=O)CNC(=O)c2ccccc2F)C(C)(C)c2ccccc21	-7%	0.3%	0%	-2.1	2%	0%	i	-6%	6%
Cc1ccc(NC(=O)CSc2ncn(-c3ccccc3)n2)cc1C	-4%	0.2%	2%	-3.3	27%	0%	i	nt	8%
CCOc1ccc(CNC(=O)CCCn2nc(C)c3sc4ccccc4c3c2=O)cc1	nt	-0.9%	-8%	nt	5%	13%	nt	?	nt
CSc1nc2ccc(Cl)cc2[nH]1	-3%	-0.6%	-27%	-1.1	0%	-14%	i	-21%	-3%
CC(C)CCNC(=O)NC(=O)CSc1nnc(COc2ccccc2Cl)o1	-14%	-0.2%	-22%	2.8	-3%	-1%	i	11%	-11%
CN1C2CCC1CC(N(CCc1ccccc1)C(=O)c1ccc(Cl)cc1)C2 (stereo not drawn)	-5%	2.1%	-28%	1.7	-5%	1%	i	16%	8%
COCCN1C(=O)c2ccccc2C(C(=O)NCC2CCCO2)C1c1c[nH]c2ccccc12 (stereo not drawn)	-7%	-0.9%	1%	0.5	?	-3%	i	-10%	-3%
Cc1ccc2nsnc2c1S(=O)(=O)Nc1ccccc1C(=O)O	nt	0.1%	0%	1.5	-1%	-3%	i	5%	0%
CCOc1cc2[nH]c(=S)n(C(C)C)c(=O)c2cc1OCC	-21%	3.0%	-38%	-0.3	-4%	-8%	i	?	-3%
COc1cccc(/C=N/NC(=O)C(=O)N2CCCC2)c1OC	1%	2.5%	-13%	-0.7	-2%	-5%	i	2%	4%
Cc1ccc(CCNC(=O)c2cc3sccc3n2Cc2ccc(Cl)cc2)cc1	-21%	0.0%	-19%	nt	-15%	-12%	i	-26%	nt
N#Cc1ccc(N2Cc3ccccc3C2=NC(=O)c2cccs2)cc1	52%[activator]	3.8%	12%	-3.8	-5%	-9%	?	7%	-1%
Cc1ccc(-c2nnc(Sc3nc4ccccc4o3)c3ccccc23)cc1	?	1.8%	-20%	-1.3	?	-2%[1.84 µM]	?	-21%	11%
CCN(CC)c1ccc(NC(=O)C2CCN(c3nnc(-n4cccc4)s3)CC2)c(C)c1	-2%	0.7%	-27%	nt	-7%	1%	i	-2%	nt
CCc1ccc(C2CC(=O)Nc3c2c(C)nn3-c2nc(C)cc(C)n2)cc1 (stereo not drawn)	?	0.3%	-43%	nt	?	-2%	?	-20%	nt
CCC/C=N/Nc1nc2ccccc2s1	14%	4.3%	-38%	0.4	-11%	1%	nt	?	4%
CN(C)N1C(=O)CC(C)(c2ccc([N+](=O)[O-])cc2)C1=O (stereo not drawn)	5%	-1.3%	-27%	-3.1	-13%	4%	i	2%	9%
COc1ccc(-c2nnn(CC(=O)c3c[nH]c4ccccc34)n2)cc1OC	-17%	0.5%	5%	-0.3	-8%	-3%	?	-4%	15%
COCCCC1CCN(Cc2nc(Cc3ccccc3Cl)no2)CC1	1%	-0.8%	-2%	-0.3	3%	2%	i	9%	-2%
O=S(=O)(c1cc(Cl)ccc1Br)N1CCOCC1	0%	0.2%	-1%	-1.6	-1%	0%	i	10%	-8%
COc1ccc(/C=N/N=C2/NC(=O)C(c3ccccc3)S2)c(OC)c1 (stereo not drawn)	5%	0.4%	2%	-1.6	-14%	-11%	i	-19%	0%
CC1CC(C)CN(CCCNC(=O)COc2cc(=O)n(C)c3ccccc23)C1 (stereo not drawn)	3%	2.8%	-21%	-2.0	?	?	i	10%	-9%
COC(=O)c1[nH]nc2c1C(=O)N(C1CCCCC1)C2=O	-14%	2.5%	-33%	-2.0	?	-17%	i	?	-14%
COc1cc(C(=O)Oc2cccc(C=O)c2)cc(OC)c1OC	-5%	-0.6%	-4%	-0.9	6%	-7%	i	5%	12%
Cc1ccc(N2CCN(C(=O)c3cnn(-c4ccc(F)cc4F)c3C3CCN(C(=O)OC(C)(C)C)CC3)CC2)c(C)c1	nt	0.2%	-6%	nt	-7%	?	nt	?	nt
Cn1cnnc1SCC(=O)c1ccco1	-19%	0.3%	-5%	-2.6	9%	1%	i	7%	8%

In a second layout: results already given
structure | ATXN2 expr inh | Nrf2 ARE act | HepG2 tox | IL-2 act | TGFb inhibitor | A549 tox | S2 tox | Nrf2 inh | EPAC2 agonist
COc1ccc(/C=N/N=C2/NC(=O)C(c3ccccc3)S2)c(OC)c1 (stereo not drawn) | 5% | 0.4% | 2% | -1.6 | -14% | -11% | i | -19% | 0%
CC1CC(C)CN(CCCNC(=O)COc2cc(=O)n(C)c3ccccc23)C1 (stereo not drawn) | 3% | 2.8% | -21% | -2.0 | ? | ? | i | 10% | -9%

Going on with the list:
SMILES	ATXN2 expr inh	Nrf2 ARE act	HepG2 tox	IL-2 act	TGFb inhibitor	A549 tox	S2 tox	Nrf2 inh	EPAC2 agonist
Cc1cc(C(=O)Nc2cc(C)n(Cc3ccc(Cl)cc3)n2)no1	-9%	0.0%	-11%	1.4	1%	-7%	?	?	6%
Cc1ccc(NC(=O)c2cccc(S(=O)(=O)N3CCCC3)c2)nc1	10%	18%	4%	4.5	7%	1%	i	?	0%
CC(C)c1ccc(OCC(=O)NC2CC(C)(C)NC(C)(C)C2)c(Br)c1	-17%	4.9%	11µM*	-1.9	?	-19%	i	20%	11%
O=C(NCC1CCN(Cc2ccccc2F)CC1)Nc1ccccc1F	7%	-0.3%	4%	-2.4	4%	1%	i	3%	7%
COc1ccc(CC(=O)NCC2CCCN(Cc3ccc(OC(F)(F)F)cc3)C2)cc1 (stereo not drawn)	-27%	1.8%	-29%	0.7	-1%	5%	i	7%	3%
O=C(CSc1nnc(C2CC2)n1CC1CCCO1)Nc1cccc(Cl)c1 (stereo not drawn)	-4%	0.1%	1%	-1.7	2%	3%	i	-12%	-8%
COc1ccc(NC(=O)CCC(=O)c2ccc(F)cc2)cc1	-14%	0.1%	0%	-0.5	-1%	1%	i	19%	-3%
COc1cc(OC)cc(C(=O)N2CCN(Cc3ccccc3[N+](=O)[O-])CC2)c1	-8%	-1.0%	5%	-1.0	2%	-2%	i	1%	-2%
CCCOc1ccc(Oc2nc(NCC(C)C)nc(N(C)C)n2)nn1	nt	6.7%	3%	nt	1%	-7%	nt	-26%	nt
Cc1nnc(SCC(=O)NC2CCCC2)n1C(C)C	0%	0.2%	2%	1.9	0%	-4%	i	11%	7%
C=CCn1c(SCC(=O)NC)nc2sc3c(c2c1=O)CCC3	8%	4.3%	-15%	-0.1	-25%	-2%	i	-7%	8%
CCCCCC(=O)N1C[C@@H](n2cc(C3CC3)nn2)[C@H](O)C[C@@H]1c1ccccc1	1%	-0.6%	-11%	-0.4	-6%	nt	i	nt	2%
CCOc1ccccc1CN1CCN(C2CCN(c3ccccc3F)CC2)CC1CCO (stereo not drawn)	-6%[11.3 µM]	4.3%	-6%	-1.3	-22%	?	i	-12%	3%
Cc1oc(-c2cccc(Cl)c2)nc1CS(=O)(=O)CC(=O)NCCN1CCCC1	?	4.8%	-53%	0.2	-15%	-2%	?	9%	9%
COc1cc2c(cc1OC)CN(C(=O)c1cccs1)CC2	0%	0.6%	4%	-1.4	-6%	10%	i	-14%	1%
CC/C(=N\O)c1ccc(O)c(OC)c1	1%	1.9%	1%	0.7	0%	-3%[1.84 µM]	i	11%	14%
CN1CCN(NC(=O)/C=C/c2ccc(Br)cc2)CC1	8%	0.1%	0%	-1.4	-18%	8%	i	13%	5%
COc1ccc(-c2nc(N)n(C(=O)c3ccco3)n2)cc1	0%[11.3 µM]	3.2%	3%	2.4	-2%	-3%	i	7%	-1%
CSCc1ccc(C(=O)N2CCC(N3CCC(C(=O)NC(C)C)CC3)CC2)o1	9%	-0.3%	21%	-1.4	12%	-2%	i	-11%	7%

Molecules above that have a nitro group on carbon:
SMILES	ATXN2 expr inh	Nrf2 ARE act	HepG2 tox	IL-2 act	TGFb inhibitor	A549 tox	S2 tox	Nrf2 inh	EPAC2 agonist
CN(C)N1C(=O)CC(C)(c2ccc([N+](=O)[O-])cc2)C1=O (stereo not drawn)	5%	-1.3%	-27%	-3.1	-13%	4%	i	2%	9%
COc1cc(OC)cc(C(=O)N2CCN(Cc3ccccc3[N+](=O)[O-])CC2)c1	-8%	-1.0%	5%	-1.0	2%	-2%	i	1%	-2%

An excerpt from above, reduced to TGFb inhibitor, EPAC2 agonist and Nrf2 inh.
SMILES | TGFb inhibitor | EPAC2 agonist | Nrf2 inh
CC/C(=N\O)c1ccc(O)c(OC)c1 | 0% | 14% | 11%
COc1ccc(-c2nc(N)n(C(=O)c3ccco3)n2)cc1 | -2% | -1% | 7%
CSCc1ccc(C(=O)N2CCC(N3CCC(C(=O)NC(C)C)CC3)CC2)o1 | 12% | 7% | -11%
C=CCn1c(SCC(=O)NC)nc2sc3c(c2c1=O)CCC3 | -25% | 8% | -7%
